Autophagy HCS = alters autophagy in cells; calls only at 10 µM (by protocol); MEF GFP-LC3 puncta imaging; test concentration mostly 10 µM; 0.98% of 190,000 active; AID 463193;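 active = percentage of spot-positive cells more than 3 SD above its plate mean, without a fluorescence outlier flag or 80% toxicity; inconclusive = no clear call, values can overlap the other calls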;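 also: spot-positive cell cutoff set from DMSO-treated cells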
T cell modulator = T cell immune modulators affecting CD8 T cell-vesicle binding | 2C CD8+ T cell-vesicle binding, flow cytometry; stronger effect = lower value | 0.068% of 330,000 active | AID 2052 | calls only at 7 µM;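 active = response, share of CD8 T cells binding vesicles, and their 90th percentile fluorescence all below set limits, cut at about 80% in these data, passing the limit was not always enough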
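Assay system: 2C TCR transgenic mouse naive CD8+ T cells, MACS-purified | Read-out: CD8+ gate FL2 mean fluorescence as % of same-row positive control | Signal: High-throughput flow cytometry with anti-B7-1 and anti-CD8 staining | Timing: Binding step 1.5 h, 37 °C, antibody labelling 20 min, ice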
PhoP inhibition = inhibitors of PhoP regulon expression, primary screen, Salmonella Typhimurium, GFP reporter (AID 1863). S. Typhimurium PhoP-regulated promoter GFP reporter, 4 h; higher % means a stronger effect. inhibition, % at 50 µM, or IC50 in µM where a hit was titrated. 0.16% of 300,000 active;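 active = inhibition over 29.93%, a cutoff 3 SD above the screen mean, later confirmed by dose response; inconclusive = inhibition over 29.93% but no dose response follow-up; inactive = inhibition at most 29.93% or unconfirmed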;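 also: 0% = low Mg2+ inducing control and 100% = high Mg2+ repressing control; strong numbers were not always called active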
bCat nuc transl = alters nuclear translocation of beta-catenin in HeLa cells. AID 1665. 0.3% of 190,000 active. immunofluorescence imaging. nuclear translocation activity, % at 5 µM;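 active = nuclear translocation activity above 50% at 5 µM, with a well cell count of 50 or more; inconclusive = wells under 50 cells across six images, flagged as toxic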;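 also: per-cell ratio of nuclear to cytoplasmic median beta-catenin stain intensity; plate controls were DMSO negative control for no effect and GSK-3 inhibitor IX positive control for full effect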
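assay system = human HeLa cells, endogenous beta-catenin | times = compound treatment 24 h, 37°C, 5% CO2 | detection = Anti-beta-catenin immunofluorescence on PFA-fixed, Triton-permeabilized cells, DAPI nuclei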
ER stress rescue = protection against thapsigargin-triggered cell killing – 384-well, CSM14.1, ATP luminescence, primary screen (AID 1222) | CSM14.1 thapsigargin-induced death rescue, ATP luminescence; higher % means a stronger effect | one-dose cellular ATP content (survival), % at 20 µM; EC50 in µM for titrated hits | 190,000 tested, under 10 active;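 active = EC50 below 50 µM in the dose-response confirmation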;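 also: death triggered by thapsigargin at about 15 µM added after 2 h compound pretreatment; cell ATP read after overnight thapsigargin exposure of roughly 18 to 22 hours; normalized against plate controls of thapsigargin alone and 5% DMSO vehicle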
MT stabilize HCS = stabilizes microtubules in HeLa cells; HeLa tubulin immunostaining HCS, 24 h; share of cells brighter than vehicle mean+2SD; % tubulin-high responders, % at 10 µM; 0.83% of 200,000 active; AID 2205;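 active = plate Z-score above 3 for both tubulin-high and condensed-nucleus cell shares, with cell loss under 80%, at 10 µM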;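 also: anti alpha tubulin signal scored within the nucleus-defined area of each cell; some results filed as inactive read as strong as hits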
Ins promoter up = MIN6 insulin promoter up-regulation; MIN6 insulin promoter-GFP reporter, high-content imaging; stronger effect = higher value; z-score at 5 µM; 0.3% of 190,000 active;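 active = z-score above 3 at 5 µM with at least 500 cells counted in the well; inconclusive = wells under 500 cells, flagged as cytotoxic or low count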
Dynein transport = dynein cargo transport inhibition; 3617.4 mouse cells, GR-EGFP nuclear translocation imaging; test concentration mostly 20 µM; stimulated with dexamethasone, 1 µM; stronger effect = lower value; z-score, hits read low; 0.47% of 220,000 active;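 active = plate z-score of nuclear minus cytoplasmic receptor signal below a set negative limit, without overly bright fluorescence or cell loss, cut at about -3.5 in these data, passing the limit was not always enough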;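 also: z-score of nuclear minus cytoplasmic ring GR-EGFP intensity difference per well; some compounds called inactive have numbers as strong as hits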
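Buffer or medium: tetracycline-free induction medium containing charcoal-stripped FBS / Reagent: dexamethasone agonist, 1.0 µM final, for 30 min / Technique: automated 10x imaging of fixed Hoechst-stained cells / Times: induction 48 h, compound 1 h, agonist 30 min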
Hep lipid drop = modulators of hepatic lipid droplet formation; AML12 mouse hepatocytes, oleate lipid droplets, BODIPY imaging; inhibition, % at 6.5 µM; 0.4% of 240,000 active; AID 1656;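 active = lipid droplet intensity inhibited by at least 50%, with more than 500 cells counted; inconclusive = wells with under 300 cells, treated as cytotoxic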
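Test system: AML12 hepatocytes (mouse); reagent: oleate loading, 100 µM; dosing: one dose, 6.5 µM compound; incubation: overnight exposure; signal: fluorescence imaging, 20x objective, two fields per well; read-out basis: % inhibition of corrected integrated BODIPY droplet signal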
Dynein transport cytoplasmic EGFP = second read-out of Dynein transport, no call of its own (marks repeat the call); z-score; measured here: cytoplasmic GR-EGFP intensity; stronger effect = higher value
Dynein transport nuclear GR-EGFP = second read-out of Dynein transport, no call of its own (marks repeat the call); z-score; measured here: nuclear GR-EGFP intensity;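 lower value marks the stronger effect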
Dynein transport cell count = recorded beside Dynein transport, whose call it bears; z-score; measured here: cell count per field
Ins promoter up cell count = second read-out of Ins promoter up, no call of its own (marks repeat the call); cell count; measured here: cytotoxicity, nuclei count;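 total cells summed across four imaged fields per well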
Hep lipid drop cells 6.5 µM = recorded beside Hep lipid drop, whose call it bears; cell count; measured here: cell count, cytotoxicity flag;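 cells counted across two imaged fields per well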
bCat nuc transl cell count 5 µM = further read-out of bCat nuc transl, marked with its call; cell count; measured here: cell count, cytotoxicity flag
T cell modulator vesicle-bound % = second read-out of T cell modulator, no call of its own (marks repeat the call); double positive events, %; measured here: CD8+ vesicle-bound cell fraction;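 binding gate set so that unloaded-vesicle control wells show 10% double positive cells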
MT stabilize HCS Hoechst-high % = further read-out of MT stabilize HCS, marked with its call; % Hoechst-high responders; measured here: nuclear condensation Hoechst responders;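 share of cells brighter than vehicle mean plus two SD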
MT stabilize HCS cytotoxicity % = further read-out of MT stabilize HCS, marked with its call; toxicity, %; measured here: cytotoxicity by cell density;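 0% = mean cell density of plate MIN control wells and 100% = no cells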
Autophagy HCS cell loss 18 h = recorded beside Autophagy HCS, whose call it bears; toxicity, %; measured here: cell loss, nuclei count;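 cell loss after 18 h compound exposure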
Active calls of the source: *; i = inactive; ? = inconclusive; / = no result given; + = active, no number.

SMILES	Autophagy HCS	Autophagy HCS cell loss 18 h	T cell modulator	T cell modulator vesicle-bound %	PhoP inhibition	bCat nuc transl	bCat nuc transl cell count 5 µM	ER stress rescue	MT stabilize HCS	MT stabilize HCS Hoechst-high %	MT stabilize HCS cytotoxicity %	Ins promoter up	Ins promoter up cell count	Dynein transport	Dynein transport cytoplasmic EGFP	Dynein transport nuclear GR-EGFP	Dynein transport cell count	Hep lipid drop	Hep lipid drop cells 6.5 µM
CCc1ccc(NC(=O)CSc2nc3n[nH]c(C)c3c(=N)n2-c2cccc(OC)c2)cc1	i	-25	i	51	-4%	0.1	1194	-2.5%	3.8	1.3	6.9	?	/	0.44	-0.22	1.1	0.039	16	671
COc1cc(C)c(Cl)cc1S(=O)(=O)n1ccnc1C	i	8	i	34	-7%	/	/	-0.3%	0.3	1.5	18	/	/	-1.1	-0.41	-0.72	2.5	2	814
COC(=O)c1sccc1NC(=O)CC1NCCNC1=O (stereo unspecified)	/	/	i	38	6%	1.0	1271	/	/	/	/	-0.51	1070	1.4	-0.23	1.3	-0.32	11	646
Nc1nnnn1/N=C/c1ccccc1C(F)(F)F	i	7	i	34	-4%	3.6	1240	-1.1%	15	2.0	16	0.09	1595	-0.35	-0.19	-0.0021	0.69	/	/
CCCOC(=O)c1ccc(NC(=O)c2ccccc2OC)cc1	i	-9	i	16	5%	/	/	-0.3%	1.7	2.2	2.8	0.47	1221	-0.62	0.099	-0.56	-0.33	16	780
Cc1cc(C)c(OCC(=O)Nc2ccc(NC(=O)c3ccco3)cc2)c([N+](=O)[O-])c1	i	-9	i	35	-9%	2.4	553	-3.8%	3.6	3.5	14	-0.06	1367	-0.23	-0.25	-0.5	0.13	1	674
COc1ccc(S(=O)(=O)NCCCCCC(=O)O)cc1C(=O)O	i	-1	i	21	-9%	4.4	969	-0.9%	2.8	2.1	7.6	0.31	1122	1.1	-0.33	0.78	-1.1	18	614
CCOc1ccc(S(=O)(=O)N(CC(=O)Nc2cc(C)on2)Cc2ccccc2Cl)cc1	i	8	i	16	-6%	-1.5	1191	1.2%	2.3	2.4	4.6	-0.17	1213	0.42	-0.12	0.17	0.011	/	/
O=C(NN1CCOCC1)c1ccc(Br)s1	i	8	i	39	-6%	0.6	791	-0.2%	0.8	1.3	1.8	/	/	-0.2	-0.33	0.55	-0.14	-1	673
COc1cc(CC(=O)OC2CCOC2=O)cc(OC)c1OC (stereo unspecified)	i	2	i	26	-4%	-1.6	1329	-2.4%	1.4	1.4	7.1	-0.62	1606	-1.6	-0.18	-0.7	0.61	/	/
COc1cccc(F)c1C(=O)NC(=O)Nc1ccc2nc(C)oc2c1	/	/	i	37	-22%	-0.7	1287	/	/	/	/	0.47	888	-0.067	-0.12	0.52	-0.033	6	691
CSc1cccc(CN2CCC(CO)(Cc3cccc(C(F)(F)F)c3)CC2)c1	i	0	i	28	-3%	-0.7	954	-1.4%	3.8	2.3	3.0	0.62	1352	-0.72	-0.081	-0.44	0.52	-8	702

(continued)
SMILES	Autophagy HCS	Autophagy HCS cell loss 18 h	T cell modulator	T cell modulator vesicle-bound %	PhoP inhibition	bCat nuc transl	bCat nuc transl cell count 5 µM	ER stress rescue	MT stabilize HCS	MT stabilize HCS Hoechst-high %	MT stabilize HCS cytotoxicity %	Ins promoter up	Ins promoter up cell count	Dynein transport	Dynein transport cytoplasmic EGFP	Dynein transport nuclear GR-EGFP	Dynein transport cell count	Hep lipid drop	Hep lipid drop cells 6.5 µM
Cc1ccc(S(=O)(=O)N2CCCC2C(=O)OCc2nc3ccccc3s2)cc1 (stereo unspecified)	i	-4	i	35	-2%	-1.4	1041	/	3.0	1.7	4.9	1.3	1147	1.3	-0.034	0.79	0.066	2	710
CCOC(=O)Nc1ccc(OC)cc1S(=O)(=O)N1CCCCC1	i	0	i	31	0%	2.0	928	-3.9%	2.5	2.0	7.8	0.99	1768	0.32	-0.14	0.93	-0.054	-15	647
Cn1nccc1C(=O)N1CCN(c2ncccn2)CC1	i	-4	i	57	5%	-1.4	1143	0.0%	1.2	1.7	1.6	-1.1	1474	-1.6	-0.3	-0.7	1.6	-3	727
Cn1c(-c2ccc(Br)o2)nc2cc(Br)ccc21	i	0	i	33	-2%	4.2	636	-1.0%	1.7	1.2	5.2	-0.06	1267	-0.36	0.0038	-0.3	0.44	/	/
COc1ccc(CC(=O)Nc2cc(S(=O)(=O)N3CCCCC3)ccc2N2CCN(C)CC2)cc1	i	-2	i	2	0%	-3.3	587	-3.5%	1.4	4.0	10	0.09	1343	0.54	-0.23	0.35	-0.82	11	596
CS(=O)(=O)Nc1ccc(C2=NN(S(=O)(=O)c3ccc(F)cc3)C(c3ccco3)C2)cc1 (stereo unspecified)	i	19	i	16	-4%	0.0	1165	-2.9%	1.5	1.4	1.2	-0.53	1247	0.45	0.17	0.55	-0.19	10	678
COc1cccc(C(=O)Nc2cccc(OCC(=O)O)c2)c1	i	29	i	6	-3%	/	/	-1.2%	1.5	1.0	4.9	0.39	753	-0.74	-0.21	-0.19	-0.016	2	804
COc1cccc(NC(=O)NC2(C(F)(F)F)Oc3ccccc3O2)c1	i	27	i	31	-1%	2.5	1141	0.0%	2.4	0.9	15	-0.82	665	1.3	-0.22	1.4	0.61	2	681
COc1cc(C2NC(=S)NC(C)=C2C(=O)c2ccccc2)ccc1O (stereo unspecified)	i	2	i	23	2%	-4.3	592	3.1%	3.5	3.0	3.2	-0.53	1431	-0.16	-0.32	0.02	0.3	-9	636
Cc1nc2ccccc2nc1N1CCCCC1	i	5	/	/	-1%	2.4	1452	-1.2%	5.5	2.5	7.7	0.2	1610	-0.089	-0.14	0.23	-0.11	/	/
O=C1C=C(NCc2ccco2)C2(CCCCC2)O1	i	27	i	12	-6%	/	/	-2.6%	4.5	3.3	3.4	0.19	1205	-1.2	-0.18	-0.79	0.097	7	732
CN(C)/C=C/C(=O)c1ccc(Cl)c([N+](=O)[O-])c1	i	7	i	12	4%	-0.6	1104	-0.5%	0.2	3.0	2.9	-0.72	1342	0.095	-0.2	0.3	0.07	10	705

The results go on.
SMILES	Autophagy HCS	Autophagy HCS cell loss 18 h	T cell modulator	T cell modulator vesicle-bound %	PhoP inhibition	bCat nuc transl	bCat nuc transl cell count 5 µM	ER stress rescue	MT stabilize HCS	MT stabilize HCS Hoechst-high %	MT stabilize HCS cytotoxicity %	Ins promoter up	Ins promoter up cell count	Dynein transport	Dynein transport cytoplasmic EGFP	Dynein transport nuclear GR-EGFP	Dynein transport cell count	Hep lipid drop	Hep lipid drop cells 6.5 µM
Cc1cc(C)cc(NC(=O)Nc2ccccc2N2CCCCC2)c1	/	/	i	33	-11%	0.1	1423	/	/	/	/	0.64	1414	-0.85	-0.29	-0.63	0.97	/	/
COC(=O)N/N=C/c1c(C)c(C(=O)c2ccc(F)cc2)n2ccccc12	i	6	i	51	-15%	0.9	1141	-1.6%	3.2	3.2	15	0.13	1435	0.19	-0.27	0.23	0.46	-26	648
COC(=O)c1ccc(CSc2nnc(Nc3ccccc3OC)s2)o1	i	6	i	9	15%	11	1398	-3.3%	34	12	52	-0.73	1489	0.22	-0.21	-0.13	0.18	/	/
COc1nccnc1NS(=O)(=O)c1ccc(NS(=O)(=O)c2ccc(NC(C)=O)cc2)cc1	i	10	i	29	-5%	/	/	-1.3%	1.2	1.4	10	0.53	798	-0.72	0.064	-0.065	0.18	-1	820
CCCC1CCC(c2nc(-c3cccnc3)no2)CC1 (stereo unspecified)	i	-4	i	33	8%	-4.5	788	-0.8%	1.2	1.4	2.0	2.2	905	0.61	-0.21	-0.022	-0.18	/	/
Cc1cc(-c2cccs2)c(C#N)c(=S)[nH]1	/	/	i	25	-9%	2.1	1255	/	/	/	/	-0.33	993	-0.95	-0.18	-0.12	1.2	-9	688
CCC(Oc1ccccc1)C(=O)Nc1ccc(S(=O)(=O)NCC2CCCO2)cc1 (stereo unspecified)	i	8	i	13	-9%	-4.2	996	-2.4%	2.0	1.9	6.2	-1.1	993	1.8	-0.064	0.85	-1.3	/	/
CCCCNC(=O)c1cnc2n(c1=O)CCS2	i	-6	+	1.0*	7%	/	/	0.1%	2.5	1.5	4.4	/	/	0.66	-0.27	1.2	-0.68	-6	686
C=CCn1c2ccccc2c2nnc(SCC(=O)OCN3C(=O)c4ccccc4C3=O)nc21	i	-1	i	60	-4%	6.0	1149	-0.4%	2.7	2.0	9.6	0.58	1308	0.42	-0.2	-0.11	-0.71	-2	728
CCN(CC1COc2ccccc2O1)C(=S)NCCCN(C)C (stereo unspecified)	i	6	i	38	-4%	-2.0	1103	-0.5%	0.1	4.3	7.9	/	/	0.82	-0.13	0.58	-0.26	21	698
Cc1ccc(S(=O)(=O)c2cc3c(=O)n4ccccc4nc3n(C)c2=N)cc1	i	7	i	12	-5%	-0.3	1112	/	5.2	2.3	11	0.58	1286	1.5	0.097	1.6	-1.2	-2	624
